From PubChem BioAssay
SMN2 splice enh: qHTS Assay for Enhancers of SMN2 Splice Variant Expression | HEK293 SMN2-luciferase splicing reporter, luminescence, 30-36 h | Potency, µM (titrated, usually from 46.1 µM), without a hit: at the highest dose activity change, positive = activation, actives largely listed as activators | 210,000 tested, 2.8% active | AID 1458, 2008; also: % of control where 0% means no effect; nearly all actives have a fitted effect of over 55% in size
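HEK293 cells carry an SMN2 […]–luciferase reporter in which exon 7 inclusion puts luciferase in frame. Cells were plated 10-12 h before compound addition, then incubated 30-36 h at 37C. ONE-Glo luminescence was read; sodium butyrate at 4.5 mM final served as control.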
GAA glycogen mod: qHTS Assay for Inhibitors and Activators of Human alpha-Glucosidase Cleavage of Glycogen | Lysosomal alpha-glucosidase (Homo sapiens), P10253 | Potency, µM (series often up to 76.4 µM), without a hit: top-dose activity change, negative = inhibition, most hits filed as inhibitors | 300,000 tested, 0.38% active | recombinant GAA, glycogen substrate, Amplex Red glucose oxidase fluorescence;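 also: 0% = full enzyme reaction and -100% = no-enzyme basal signal; the screen sought inhibitors and activators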
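Recombinant human alpha-glucosidase (4 nM final) hydrolysed bovine liver glycogen (30 ug) for 40 min at 37 C in pH 5.0 citrate/phosphate with 0.01% Tween-20. Released glucose detected by glucose oxidase/Amplex Red, Ex 573/Em 610 nm. Compounds up to 77 uM; AC50 from Hill fits.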
Active calls of the source: *; ? = inconclusive; & = joins results of further samples; [ ] = remark or other dose. Calls follow the shape of the dose curve; as a rule, active = well fitted curve in the direction sought with a large enough effect; inconclusive = small, poorly fitted or top-dose-only effect, or another doubt; inactive = no such curve, though single readings can be large; an effect the other way counts as inactive or inconclusive. Potency is read from the fitted curve at half-maximal effect. These rows are one share of the data; the hit share may differ from the screen's.

Every second line gives: SMN2 splice enh, GAA glycogen mod
- Cc1ccc(C)c(Nc2cc(C(=O)NCCCN(C)C3CCCCC3)c3ccccc3n2)c1
    -15%, 0%[76.3 µM]
- CCOC(=O)CSc1nc(-c2ccc(OCC)cc2)cc(C(F)(F)F)c1C#N
    6%, -9%[76.3 µM]
- Cc1cccc(C)c1NC(=O)CN(C)S(=O)(=O)c1ccc2c(c1)n(C)c(=O)c(=O)n2C
    2%, 13%[76.3 µM]
- CCn1cc(C(=O)NCCCOC)c(=O)c2cc(S(=O)(=O)N3CCc4ccccc4C3)ccc21
    4%, 12%[76.3 µM]
- COc1ccc(-c2csc(=Nc3ccccc3)n2CCO)cc1F
    -22%, -1%[76.3 µM]
- COc1ccc(CCNC(=O)Cc2c(C)c3cc4c(C)coc4c(C)c3oc2=O)cc1
    -2%, -2%[76.3 µM]
- Nc1nonc1-c1nc2ccccc2n1CC(=O)Nc1ccc(F)cc1
    -17%, 14%[76.3 µM]
- CCOC(=O)c1cnc2ccc(OC)cc2c1Nc1cccc(C(C)=O)c1
    1%, 9%[76.3 µM]
- Cc1cc(OCC(=O)Nc2sc3c(c2C#N)CCC(C)C3)ccc1Cl (configuration not stated)
    -10%, 4%[76.3 µM]
- O=C(COc1ccccc1Cl)Nc1ccc(-c2nc3ccccc3s2)cc1
    0.79µM*, 5%[76.3 µM]
- COc1ccc(-n2nc3cc(C)c(NC(=O)c4ccc(-c5ccc(Br)cc5)o4)cc3n2)cc1
    1%, -2%[76.3 µM]
- Cc1ccc(NCc2cccn2-c2nnc(N3CCC(C(=O)NCCc4ccccc4)CC3)s2)cc1
    -36%[inhibitor], -17%[76.3 µM]
- O=c1oc2ccc(Br)cc2cc1-c1nc(-c2ccccc2)no1
    12%, -16%[76.3 µM]
- O=C(CSc1c2c(nc3ccc(Cl)cc13)CCCC2)N1CCN(c2cccc(Cl)c2)CC1
    -47%[inhibitor], 7%[76.3 µM]
- COc1ccc(NC(=O)CCc2nnc3n(C)c(=O)c4sccc4n23)cc1Cl
    -2%, 2%[76.3 µM]
- Cc1cc(C)cc(NC(=O)CN(c2cccc(C)c2C)S(=O)(=O)c2ccccc2)c1
    -9%, -11%[76.3 µM]
- Cc1ccc(CSc2ncc(Cl)c(C(=O)NCc3ccccc3)n2)cc1
    -7%, 17%[76.3 µM]
- Cc1nn2c(-c3ccco3)ccnc2c1-c1ccc(Br)cc1
    12%, 14%[76.3 µM]
- O=C(CSc1nc(-c2cccs2)cc(C(F)(F)F)n1)Nc1ccccc1Cl
    -5%, 8%[76.3 µM]
- COc1ccc(-c2nc(CS(=O)(=O)CC(=O)NCCc3ccc(C)cc3)c(C)o2)cc1
    1%, -2%&23%[76.3 µM]
- COc1cc(Cl)c(C)cc1NC(=O)c1sc2nc(C)cc(C)c2c1N
    6%, 11%[76.3 µM]
- CCc1ccccc1NC(=O)CSc1nc2c(oc3ccccc32)c(=O)n1-c1ccccc1F
    -11%, -11%[76.3 µM]
- CC(=O)Nc1ccc(NC(=O)Nc2sc3nc4n(c(=O)c3c2C)CCC(C)CC4)cc1 (configuration not stated)
    -6%, ?
- CCOc1ccc(NS(=O)(=O)c2ccc3c4c(cccc24)C(=O)N3)cc1
    -31%[inhibitor], 1%[76.3 µM]
- Cc1cccn2c(Nc3ccc4c(c3)OCCO4)c(-c3ccc(Br)o3)nc12
    3%, ?
- Cc1ccc(-n2c(=O)c3ccc(C(=O)NCc4ccccc4Cl)cc3n(CC(=O)Nc3cccc(F)c3)c2=O)cc1
    0%, -4%[76.3 µM]
- Oc1ccc(Nc2nc3ccccc3n3cnnc23)cc1
    -4%, ?
- CCC(=O)N1CCc2cc(Br)cc(S(=O)(=O)N3CCC(C(=O)Nc4ccccc4F)CC3)c21
    -4%, 2%[76.3 µM]
- Cc1ccc(N2C(=O)NC(NS(=O)(=O)c3ccccc3)(C(F)(F)F)C2=O)cc1C (configuration not stated)
    9%, -12%&-2%[76.3 µM]
- CCOC(=O)c1c(Oc2ccc(C(C)=O)cc2)nnc(-c2ccccc2)c1-c1ccccc1
    ?, 9%[76.3 µM]
- COc1ccc(-c2cc(C(=O)N3CCCCC3C)no2)cc1OC (configuration not stated)
    8%, -9%[76.3 µM]
- COc1ccccc1Nc1nn2c(=O)c3ccc(C(=O)N4CCCC(C)C4)cc3nc2s1 (configuration not stated)
    -3%, -3%&10%[76.3 µM]
- COc1cccc(CNC(=O)COc2cc(=O)n(C)c3ccccc23)c1
    12%, 16%[76.3 µM]
- Cc1ccc(C)c(CN2CCC(CNC(=O)Nc3ccc(Br)cc3F)CC2)c1
    -23%, -3%
- COc1ccc(-c2cc(C(=O)Nc3sc4c(c3C(N)=O)CCCC4)no2)cc1
    -1%, -10%[76.3 µM]
- COc1ccc(C2(CNC(=O)C(=O)Nc3ccc(C)c(Cl)c3)CCCC2)cc1OC
    5%, 9%[76.3 µM]
- N#Cc1ccc(C(=O)Nc2cc3nn(-c4ccccc4)nc3cc2Cl)c(F)c1
    ?, -3%[76.3 µM]
- COc1ccc(-c2noc(C(C)NC(=O)c3ccco3)n2)cc1 (configuration not stated)
    -27%, -4%[76.3 µM]
- CCOc1ccc(NC(=O)Cn2c(=O)n(Cc3ccco3)c(=O)c3ccc(C(=O)NC4CCCC4)cc32)cc1
    2%, 1%[76.3 µM]
- CCn1c2ccccc2c2cc(NC(=O)COc3cc(C)ccc3C)ccc21
    ?, -3%[76.3 µM]

Brought forward from above: 2 entries; new compounds follow.
Every second line gives: SMN2 splice enh, GAA glycogen mod
- CCOc1ccc(NC(=O)Cn2c(=O)n(Cc3ccco3)c(=O)c3ccc(C(=O)NC4CCCC4)cc32)cc1
    2%, 1%[76.3 µM]
- CCn1c2ccccc2c2cc(NC(=O)COc3cc(C)ccc3C)ccc21
    ?, -3%[76.3 µM]
- CC1CCc2c(sc(NC(=O)Cn3nnc(-c4ccc(C(F)(F)F)cc4)n3)c2C#N)C1 (configuration not stated)
    -5%, -27%[76.3 µM]
- COc1ccc(OC)c(NC(=O)Cn2nc3c(cc2=O)CCCC3)c1
    -6%, -2%[76.3 µM]
- COc1ccc(-c2nc(Cn3c(SCc4ccccc4F)nc4ccncc43)c(C)o2)cc1OC
    -2%, -17%[76.3 µM]
- CCc1ccccc1N(CC)C(=O)c1cc2c(s1)-c1ccccc1OC2
    -32%, 7%[76.3 µM]
- Cc1c(NC(=O)Nc2ccccc2C(F)(F)F)sc2nc3n(c(=O)c12)CCC(C)CC3 (configuration not stated)
    -7%, -4%[76.3 µM]
- Cc1ccc2c(=O)cc(C(=O)Nc3sc4c(c3C(N)=O)CCCC4)oc2c1
    10%, 15%[76.3 µM]
- CCCNC(=O)c1c(NC(=O)c2ccccc2)sc2c1CCC(C(C)(C)C)C2 (configuration not stated)
    16%, 17%[76.3 µM]
- CCN1CCSc2ccc(C(=O)NCc3ccc(OC(C)C)cc3)cc21
    -2%, -13%&-14%[76.3 µM]
- Cc1cc(OCC(=O)NCCc2nc3ccccc3[nH]2)cc(C)c1Cl
    -16%, 13%[76.3 µM]
- FC(F)(F)Oc1ccc2c(c1)NC(c1ccncc1)=NC(c1cccs1)=N2
    -3%, -4%[76.3 µM]
- O=C(Cn1c(=O)oc2cc(S(=O)(=O)N3CCCC3)ccc21)Nc1ccc(F)cc1F
    12%, -2%[76.3 µM]
- CCOC(=O)c1ccc(NC(=O)C2(S(=O)(=O)c3ccc(Cl)cc3)CC2)cc1
    -2%, -5%[76.3 µM]
- COc1ccc(C(C(=O)Nc2ccc(C(C)C)cc2)N(C)C(=O)Cc2cccs2)cc1 (configuration not stated)
    5%, -12%[76.3 µM]
- Cc1ccc2nc(/C(C#N)=C/c3ccc(-c4ccc(C(=O)OC(C)C)cc4)o3)[nH]c2c1
    11µM*, -8%[76.3 µM]
- CCOc1ccccc1NC(=O)CCc1c(C)nc2cc(-c3ccccc3)nn2c1C
    -4%, 2%[76.3 µM]
- CCCc1ccc(OCC(=O)Nc2sc(C(=O)OCC)c(C)c2C(=O)OCC)cc1
    -1%, -10%[76.3 µM]
- Cc1ccc(C)c(Nc2nnc(-c3ccc(C)c(S(=O)(=O)N4CCN(C)CC4)c3)c3ccccc23)c1
    -8%, 14%[76.3 µM]
- CC1CN(C(=O)Nc2ccc(C(=O)NCCc3ccccc3Cl)cc2)c2ccccc2S1 (configuration not stated)
    2%, -5%[76.3 µM]
- Cn1c(=O)cc(SCC(=O)Nc2cccc(C#N)c2)c2ccc(Cl)cc21
    -1%, 6%[76.3 µM]
- Cc1ccc2nc(-c3ccc(Cl)c(NC(=O)c4ccc5c(c4)OCCO5)c3)oc2c1
    -34%[inhibitor], 9%[76.3 µM]
- CC1CCN(S(=O)(=O)c2ccc3c(c2)N(CC(=O)NCCc2ccc(Cl)cc2)C(=O)CO3)CC1
    7%, ?
- O=C(NCc1ccccc1)C1CCN(C(=O)c2cnn(-c3ccccc3)c2-n2cccc2)CC1
    -20%, -4%[76.3 µM]
- CCCN(CCC)C(=O)Cn1c(=O)n(-c2ccc(OC)cc2)c(=O)c2ccc(C(=O)NCc3ccc(C)cc3)cc21
    2%, 10%[76.3 µM]
- Cc1ccc2nc(-c3cccc(Cl)c3)c(Nc3ccc4c(c3)OCO4)n2c1
    19%, -20%[76.3 µM]
- Cc1ccc2c(=O)cc(C(=O)Nc3ccc(S(=O)(=O)Nc4onc(C)c4C)cc3)oc2c1C
    9%, 3%[76.3 µM]
- COc1ccc(C(=O)c2sc3nc(-c4ccc(C)cc4)cc(C(F)(F)F)c3c2N)cc1
    14%, -3%[76.3 µM]
- COc1cccc(NC(=O)c2sc3nc(C)c(C(=O)Nc4ccc(C)cc4C)c(-c4ccccc4Cl)c3c2N)c1
    4%, -12%[76.3 µM]
- CCc1cc2c(cc3c(=O)n(CC(=O)NC4CCC(C)CC4)ncn32)s1 (configuration not stated)
    6%, 0%[76.3 µM]
- O=C(Cn1c(=O)oc2cc(S(=O)(=O)N3CCCCC3)ccc21)NCc1ccc(Cl)cc1
    -42%[inhibitor], -12%[76.3 µM]
- Cc1ccc(CCNC(=O)CCCn2c(=O)c3ccccc3n(Cc3ccccc3C)c2=O)cc1
    6%, -8%[76.3 µM]

Shown in markdown: part of the list above.
| compound | SMN2 splice enh | GAA glycogen mod |
| --- | --- | --- |
| CC1CN(C(=O)Nc2ccc(C(=O)NCCc3ccccc3Cl)cc2)c2ccccc2S1 (configuration not stated) | 2% | -5%[76.3 µM] |
| Cn1c(=O)cc(SCC(=O)Nc2cccc(C#N)c2)c2ccc(Cl)cc21 | -1% | 6%[76.3 µM] |
| Cc1ccc2nc(-c3ccc(Cl)c(NC(=O)c4ccc5c(c4)OCCO5)c3)oc2c1 | -34%[inhibitor] | 9%[76.3 µM] |
| CC1CCN(S(=O)(=O)c2ccc3c(c2)N(CC(=O)NCCc2ccc(Cl)cc2)C(=O)CO3)CC1 | 7% | ? |
| O=C(NCc1ccccc1)C1CCN(C(=O)c2cnn(-c3ccccc3)c2-n2cccc2)CC1 | -20% | -4%[76.3 µM] |
| CCCN(CCC)C(=O)Cn1c(=O)n(-c2ccc(OC)cc2)c(=O)c2ccc(C(=O)NCc3ccc(C)cc3)cc21 | 2% | 10%[76.3 µM] |
| Cc1ccc2nc(-c3cccc(Cl)c3)c(Nc3ccc4c(c3)OCO4)n2c1 | 19% | -20%[76.3 µM] |
| Cc1ccc2c(=O)cc(C(=O)Nc3ccc(S(=O)(=O)Nc4onc(C)c4C)cc3)oc2c1C | 9% | 3%[76.3 µM] |
| COc1ccc(C(=O)c2sc3nc(-c4ccc(C)cc4)cc(C(F)(F)F)c3c2N)cc1 | 14% | -3%[76.3 µM] |
| COc1cccc(NC(=O)c2sc3nc(C)c(C(=O)Nc4ccc(C)cc4C)c(-c4ccccc4Cl)c3c2N)c1 | 4% | -12%[76.3 µM] |
| CCc1cc2c(cc3c(=O)n(CC(=O)NC4CCC(C)CC4)ncn32)s1 (configuration not stated) | 6% | 0%[76.3 µM] |

Remaining list, next part.
Every second line gives: SMN2 splice enh, GAA glycogen mod
- Clc1ccc(OCc2nc3ccccc3n2Cc2ccccc2)c(Cl)c1
    4%, 6%[76.3 µM]
- CCc1nn(Cc2cc(C)ccc2C)c(=O)c2cc3cc(C)ccc3n12
    2%, -4%[76.3 µM]
- CCOC(=O)N1CCc2c(sc3c2c(=O)n(Cc2ccccc2)c(=O)n3CC(=O)Nc2ccc(C)c(C)c2)C1
    -7%, 5%[76.3 µM]
- Cc1ccc(NC(=O)C2CCCN(S(=O)(=O)c3ccc(C)cc3)C2)cc1 (configuration not stated)
    5%, -7%[76.3 µM]
- COc1cccc(Cn2c(SCC(=O)N3CCN(c4ccc(F)cc4)CC3)nc3ccccc32)c1
    -8%, 6%[76.3 µM]
- COc1c(C)cccc1C(=O)Nc1ccc(-c2nc3ccccc3s2)c(Cl)c1
    13%, 12%[76.3 µM]
- COc1ccc(NC2=C(c3ccc(C(F)(F)F)cc3)C(=O)c3ccccc32)cc1
    -2%, 13%[76.3 µM]
- Cc1ccccc1S(=O)Cc1ccc(C(=O)NC2CCCCCC2)o1 (configuration not stated)
    -15%, 4%[76.3 µM]
- CCN(CC)S(=O)(=O)c1ccc2c(c1)c(=O)c(C(=O)N(C)Cc1ccccc1)cn2C
    -2%, 21%[76.3 µM]
